# MEKK3 PB1 HTS = MEKK3-MEK5 PB1 interaction, increase or decrease. bead-based flow cytometry, Alexa488-MEK5 binding to MEKK3; actives lie on both sides; 0 = blocked by unlabeled MEK5, 100 = vehicle. binding response (% of control), % at 10 µM. 290,000 compounds, 1.4% hits. AID 1529;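 active = binding response more than 3 SD above or below the average of its plate-row segment, actives on both sides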;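 note: Alexa488 bead fluorescence after subtracting the streptavidin-only scavenger bead signal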
# MEKK2mut PB1 HTS = signal of MEK5 binding to mutant human MEKK2 PB1 domain; percent response, % at 10 µM; AID 1530; 290,000 compounds, 0.35% hits; bead flow cytometry, Alexa488-MEK5 binding to MEKK2 mutant; in the data active = percent response above about 24%, passing the limit was not always enough; note: inactives centre near 1; some results filed as inactive read as strong as hits; reference of the scale not given here
# MEKK2 WT-MEK5 = raises or lowers MEK5 binding to wildtype human MEKK2 PB1 domain. Q9Y2U5. bead flow cytometry, Alexa488-MEK5 binding to MEKK2 WT; actives lie on both sides. binding response (% of control), % at 10 µM. 290,000 compounds, 1.1% hits; in the data active = binding response below about 67% or above about 130%
# GPR7 antag = antagonists of human GPR7 (neuropeptides B/W receptor 1) | P48145 | GPR7-expressing cells, fluorescence antagonist assay | inhibition, % at 4.4 µM | 290,000 compounds, 1.1% hits; in the data active = inhibition above about 16%, passing the limit was not always enough;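 note: cells stimulated with the agonist NPW; 0% = agonist with vehicle and 100% = vehicle without agonist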
# Target sequence (P48145 whole entry, looked up): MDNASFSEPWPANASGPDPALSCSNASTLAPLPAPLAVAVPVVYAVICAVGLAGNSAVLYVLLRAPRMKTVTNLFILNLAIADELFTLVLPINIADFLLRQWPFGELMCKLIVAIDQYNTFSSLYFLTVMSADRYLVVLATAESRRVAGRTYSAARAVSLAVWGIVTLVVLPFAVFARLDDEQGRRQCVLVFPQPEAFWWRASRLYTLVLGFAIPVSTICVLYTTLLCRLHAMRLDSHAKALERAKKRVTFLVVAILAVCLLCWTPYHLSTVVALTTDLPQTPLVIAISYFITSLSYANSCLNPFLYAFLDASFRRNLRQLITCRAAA
# M18AAP inhibitor = blocks P. falciparum M18 aspartyl aminopeptidase. AID 1822. 290,000 compounds, 1.2% hits. recombinant PfM18AAP, H-Glu-NHMec fluorogenic cleavage. inhibition, % at 7.35 µM;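 active = inhibition above the campaign mean inhibition over all tested compounds plus 3 SD, cut at about 28% in these data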;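 note: 0% = plate median of test compound wells and 100% = 2 mM ZnCl2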
# NALP1 inh = NALP1 inhibition. AID 2071. S. cerevisiae NALP1/ASC/caspase-1 growth, X-gal OD620, 72 h. 280,000 compounds, 0.61% hits. inhibition, % at 10 µM; in the data active = inhibition mostly above about 24%, no sharp cut-off; inactive = mostly below about 32%; note: some compounds called inactive have numbers as strong as hits
# FID counter = displaces DNA intercalator in HCV helicase counter-screen; AID 1845; 290,000 compounds, 0.17% hits; DNA fluorescent intercalator displacement, fluorescence; inhibition, % at 7.9 µM; in the data active = inhibition above about 37%;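 note: 0% = vehicle and 100% = reference compound; higher means more ethidium bromide displaced from hairpin DNA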
# OXTR agonist = human OXTR agonism. P30559. activation, % at 3 µM. CHO-OTR cells, Fluo-8 calcium fluorescence; normalized: DMSO 0%, oxytocin 100%. 320,000 compounds, 0.32% hits;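 active = activation above the mean of all tested compounds plus 3 SD, cutoff set per screening run, cut at about 20% in these data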;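 note: peak over basal fluorescence ratio from a 100 s FLIPR kinetic read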
# Target sequence (P30559 whole entry, looked up): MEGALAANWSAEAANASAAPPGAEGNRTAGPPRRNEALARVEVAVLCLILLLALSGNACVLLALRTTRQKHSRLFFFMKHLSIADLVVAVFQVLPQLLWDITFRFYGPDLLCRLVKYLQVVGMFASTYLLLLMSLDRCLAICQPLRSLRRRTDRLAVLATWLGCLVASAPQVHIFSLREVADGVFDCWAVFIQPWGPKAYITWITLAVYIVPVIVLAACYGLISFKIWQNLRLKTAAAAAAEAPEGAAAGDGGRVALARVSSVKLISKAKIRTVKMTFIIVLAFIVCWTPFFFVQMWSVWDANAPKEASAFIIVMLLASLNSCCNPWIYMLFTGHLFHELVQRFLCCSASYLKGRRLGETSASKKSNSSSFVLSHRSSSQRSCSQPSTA
# PHOSPHO1 inh = inhibitors of human PHOSPHO1 phosphatase. Q8TCT1. recombinant PHOSPHO1, absorbance phosphatase assay. inhibition, % at 13.3 µM. 290,000 compounds, 1.1% hits. AID 1565; in the data active = inhibition above about 60%
# Target sequence (Q8TCT1 whole entry, looked up): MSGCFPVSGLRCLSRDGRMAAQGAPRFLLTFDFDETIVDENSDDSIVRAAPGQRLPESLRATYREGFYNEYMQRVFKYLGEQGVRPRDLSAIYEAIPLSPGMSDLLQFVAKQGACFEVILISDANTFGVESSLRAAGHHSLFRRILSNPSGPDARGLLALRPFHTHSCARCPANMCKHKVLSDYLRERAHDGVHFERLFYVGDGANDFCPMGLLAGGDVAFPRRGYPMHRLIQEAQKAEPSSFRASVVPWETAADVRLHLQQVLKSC
# An asterisk follows results filed as active; . = not tested or not shown; [ ] = another dose, or the depositor's remark.
Structure	MEKK3 PB1 HTS	MEKK2mut PB1 HTS	MEKK2 WT-MEK5	GPR7 antag	M18AAP inhibitor	NALP1 inh	FID counter	OXTR agonist	PHOSPHO1 inh
CCOC(=O)C(=CNNc1ccsc1C(=O)OC)C(=O)OCC	98	1	95	-3	-5	46	-17	-2.4	12
Cc1cc(C)c2nc(N3CCC(C(=O)NCc4cccnc4)CC3)sc2c1	99	3	105	-10	9	11	-38	-1.3	-22
COc1cccc2cc(CC(=O)c3ccccc3)c(=O)oc12	108	11	110	-12	1	7	-12	0.2	42
S=C(NC1CCCC1)N1CCN(c2ccccn2)CC1	101	13	118	10	-8	29	-7	-0.7	3
CCCN(CCC)Cc1cc(=O)oc2cc3c(cc12)CCC3	103	5	99	-17	0	-4	-9	-2.9	-1
Nc1ccc(S(N)(=O)=O)cc1N	88	1	99	-4	15	.	8	-0.1	25
O=C1CSC(=S)N1CC1CCCO1 (stereo unspecified)	104	5	100	-9	-2	-15	-3	2.1	5
Cc1ccccc1NC1=NCC(c2ccc([N+](=O)[O-])cc2)S1 (stereo unspecified)	95	-6	99	-4	4	-7	6	1.4	-1
O=C(NC1CC2CCC(C1)N2Cc1ccccc1)c1ccccc1Br (stereo unspecified)	101	15	101	-6	4	4	-2	0.9	59
CN(C(=O)CSC1=NC2C(N=N1)c1cc(Br)ccc1N2C)C1CCCCC1 (stereo unspecified)	100	-6	92	2	0	-4	-6	1.1	-3
CCc1ccc2c(c1)C1(NN=C(c3ccccc3)S1)C(=O)N2 (stereo unspecified)	95	2	90	-10	-4	-51	-9	-1.3	-45
Cc1nc(C)c(NC(=O)OC(C)C)cc1NC(=O)OC(C)C	102	-2	93	-9	4	12	-10	-1.4	-2
CCN1C(=O)c2ccccc2S(=O)(=O)c2ccc(C(=O)NCc3cccnc3)cc21	110	14	118	-5	6	26	-7	1.5	10
c1ccc(-c2nc3ccccc3nc2N2CCOCC2)cc1	100	13	104	-10	-1	-10	-5	-2.0	-15
Cc1nc2scc(C)n2c(=O)c1S(=O)(=O)Nc1ccc(N2CCOCC2)c(Cl)c1	96	0	92	-16	13	-9	-22	6.3	43
Cn1c(N)c(C(=O)COC(=O)COc2ccc3ccccc3c2)c(=O)n(C)c1=O	99	-10	95	-4	-4	-9	-15	4.2	16
O=C(CCn1c(=S)oc2ccccc21)Nc1ccccc1F	101	2	100	1	-11	7	-4	-0.8	3
O=C(Nc1cccc2nsnc12)c1ccc(F)cc1	96	0	101	-8	6	-12	3	-2.4	-27
CCCc1[nH]n(-c2nc3ccccc3s2)c(=O)c1C=NCCCN(CC)CC	103	-8	93	0	-2	-6	-5	-1.4	32
O=C(NC(c1ccccc1)c1ccccn1)c1cccc([N+](=O)[O-])c1 (stereo unspecified)	91	-10	90	-3	2	15	-5	-0.7	1
Cc1ccc(S(=O)(=O)NCC(=O)N(CC(=O)NCc2ccco2)Cc2ccc3c(c2)OCO3)cc1	110	14	113	10	5	5	-25	-0.2	-8
Cc1cccn2c(=O)c3cc(S(=O)(=O)c4ccccc4)c(=N)n(CC4CCCO4)c3nc12 (stereo unspecified)	99	-3	94	-14	-7	-16	-1	-0.6	28
OCCC#Cc1ccc(CN2CCN(Cc3ccsc3)C(CCO)C2)cc1 (stereo unspecified)	93	-8	97	-5	-2	-3	-4	1.2	-5
Cc1cnc(CN(C)C(=O)C2CCC(=O)N(CCc3cccc(F)c3)C2)[nH]1 (stereo unspecified)	104	4	104	-19	1	7	-4	-0.5	48
CCCN1CCc2c(sc3nc(SCC)n(-c4ccc(OC)cc4)c(=O)c23)C1	100	8	92	-10	15	15	-14	.	32
COc1ccc(S(=O)(=O)N2CN(CCc3ccc(OC)c(OC)c3)c3nc4ccccc4nc32)cc1	64*[inhibitor]	-1	96	-1	1	24	-10	-0.4	0
Cc1ccc(C)c(Nc2c([N+](=O)[O-])ccc3nonc23)c1	104	4	105	-19	10	0	-1	11	42
O=c1c2c3c(sc2nc2n1CCCCC2)CCCC3	98	2	101	-10	20	-7	-10	-1.6	76*
Cc1ccc([N+](=O)[O-])cc1N	105	11	105	-9	3	-4	-5	-0.2	-23
Cc1ccccc1-n1ncc2c1CC(C)(C)CC2NC(=O)CCC1=NNC(=O)CC1 (stereo unspecified)	110	5	110	-11	-2	-13	-34	-0.3	53
COc1ccc(C)cc1NC(=O)CCC(=O)Nc1nnc(C(F)(F)F)s1	105	5	106	0	-4	-10	6	0.2	16
Cc1cccc(C)c1NC(=O)Cn1c(=O)n(CCC(=O)NCc2ccco2)c(=O)c2sccc21	104	2	101	3	-10	17	-10	-1.2	8
CCC/C(O)=C1\C(=O)CC(c2ccccc2)CC1=NCCc1c(C)[nH]c2ccc(C)cc12 (stereo unspecified)	115	2	104	-4	-2	13	-10	-1.5	24
CCCC(c1nnnn1Cc1cccs1)N1CCN(C)CC1 (stereo unspecified)	99	-7	89	-4	-15	14	5	0.4	28
CCCCn1c(N)c(N(CCOC)C(=O)COC(=O)c2ccccc2OCC)c(=O)[nH]c1=O	104	8	108	-15	-18	11	-24	-0.9	23
CN(c1ccc(C(=O)Nc2cccnc2)cc1)S(=O)(=O)c1ccc(Cl)cc1	109	14	106	-3	-3	-8	-24	3.5	63*
C=CCNC(=S)NNc1nc(Nc2ccccc2)nc(N2CCCCC2)n1	103	-10	91	-21	23	-20	-25	-1.6	37
CCCn1c(Sc2nc3c(c(=O)[nH]c(=O)n3C)n2CCC)nc2c1c(=O)[nH]c(=O)n2C	95	3	101	2	2	-7	-5	0.0	22
CCc1cc2c(N[C@@H](Cc3ccccc3)C(=O)O)ncnc2s1	101	3	104	-1	-1	6	-24	0.1	24
Cc1ccc(C)n1NC(=O)c1ccc(Cl)cc1	102	3	104	10	4	13	-5	-0.8	-4
COCCNC(=O)CN1C(=O)CSc2ccc(S(=O)(=O)N3CCOCC3)cc21	101	4	103	-13	10	1	-9	0.8	10
COC(=O)C[C@H]1c2cc(F)ccc2S(=O)(=O)N1Cc1ccccc1OC	102	4	99	.	.	.	.	-0.1	.
Cc1ccc(-c2cc(C(F)F)n3ncc(C(=O)NN4CCCCC4)c3n2)cc1	102	3	102	-9	-2	16	-1	-1.8	39
COc1ccc(C(=O)CC(=O)c2ccccc2O)cc1OC	100	1	98	-3	2	11	-16	-0.4	30
COc1cc(/C=N/NC(=O)c2ccccc2O)ccc1OCC(=O)Nc1ccccc1	110	9	104	-6	5	8	-15	1.2	25
CC1CC(C)CN(CCOc2cccc(Cl)c2Cl)C1 (stereo unspecified)	107	-1	103	16	-6	26	14	8.2	-9
Cc1onc(-c2ccccc2Cl)c1C(=O)Nc1ccc(F)c(F)c1	101	1	100	12	1	0	1	-2.2	1
COc1cccc(/C=N/NC(=O)CSCC(=O)Nc2ccccc2)c1O	103	5	99	-8	9	-14	-11	0.5	-3
Cc1ccccc1OC1CCN(C(=O)C2CCC(=O)N(C3CCCC3)C2)CC1 (stereo unspecified)	102	2	99	-12	1	5	-58	4.1	10
COc1cc(/C=C/c2cc(C(F)(F)F)[nH]c(=O)n2)cc(OC)c1OC	123	-1	106	-3	0	-6	-28	.	37
CN(Cc1cccnc1)C(=O)CNC(=O)COc1ccccc1	99	-6	92	7	-4	27	-7	0.0	6
CC(C)Oc1ccccc1/C=N/Nc1ccccc1[N+](=O)[O-]	89	-4	93	-9	1	36	1	-2.9	-2
CCCn1c(N)c(C(=O)CSc2nnc(-c3cccnc3)n2-c2ccc(C)cc2C)c(=O)[nH]c1=O	103	1	101	-1	3	16	-20	-2.1	0
Cc1ccc(SCC(=O)Nc2ccc(S(N)(=O)=O)cc2)cc1	94	-43	106	-12	1	27	0	-0.1	12
CCN(CC)CCC#CC1(O)c2ccccc2-c2ccccc21	104	3	106	-8	3	13	0	0.7	25
CCc1ccccc1NC(=O)/C(=C/c1ccco1)c1ccccc1	93	-1	96	-14	1	23	-9	-1.4	25
Cc1ccc(-n2c(SCC3CCCCO3)nnc2-c2ccco2)cc1 (stereo unspecified)	95	-14	80	-8	-3	8	-37	-3.1	-6
Cc1ccc(S(=O)(=O)N2CCCCC2)cc1NC(=O)COC(=O)c1ccccc1F	101	-6	93	-11	-8	-8	-10	0.3	40
Cc1noc(C)c1COC(=O)CNC(=O)c1cccc(F)c1	113	-1	114	-7	4	13	4	-0.3	-18
O=c1ccc2c([nH]1)CCCCCCCCCC2	100	2	100	-7	8	16	-23	-2.8	14
O=C(O)[C@@H]1CCCN1C(=O)c1ccccc1N1C(=O)[C@@H]2Cc3c([nH]c4ccccc34)C(c3cccc(Cl)c3)N2C1=O (stereo partly specified)	100	1	102	13	1	32	-21	0.2	34

# Exported with values under each structure: entries from further up.
# Values run as follows: MEKK3 PB1 HTS, MEKK2mut PB1 HTS, MEKK2 WT-MEK5, GPR7 antag, M18AAP inhibitor, NALP1 inh, FID counter, OXTR agonist, PHOSPHO1 inh
O=C(O)[C@@H]1CCCN1C(=O)c1ccccc1N1C(=O)[C@@H]2Cc3c([nH]c4ccccc34)C(c3cccc(Cl)c3)N2C1=O (stereo partly specified)
    100, 1, 102, 13, 1, 32, -21, 0.2, 34
CCCn1c(N)c(C(=O)CSc2nnc(-c3cccnc3)n2-c2ccc(C)cc2C)c(=O)[nH]c1=O
    103, 1, 101, -1, 3, 16, -20, -2.1, 0
Cc1cccc(C)c1NC(=O)Cn1c(=O)n(CCC(=O)NCc2ccco2)c(=O)c2sccc21
    104, 2, 101, 3, -10, 17, -10, -1.2, 8
Cc1ccc(-c2cc(C(F)F)n3ncc(C(=O)NN4CCCCC4)c3n2)cc1
    102, 3, 102, -9, -2, 16, -1, -1.8, 39
CCN(CC)CCC#CC1(O)c2ccccc2-c2ccccc21
    104, 3, 106, -8, 3, 13, 0, 0.7, 25

# Exported field by field: 4 of the compounds above
COc1cc(/C=N/NC(=O)c2ccccc2O)ccc1OCC(=O)Nc1ccccc1
  MEKK3 PB1 HTS: 110	MEKK2mut PB1 HTS: 9	MEKK2 WT-MEK5: 104	GPR7 antag: -6	M18AAP inhibitor: 5	NALP1 inh: 8	FID counter: -15	OXTR agonist: 1.2	PHOSPHO1 inh: 25
CC1CC(C)CN(CCOc2cccc(Cl)c2Cl)C1 (stereo unspecified)
  MEKK3 PB1 HTS: 107	MEKK2mut PB1 HTS: -1	MEKK2 WT-MEK5: 103	GPR7 antag: 16	M18AAP inhibitor: -6	NALP1 inh: 26	FID counter: 14	OXTR agonist: 8.2	PHOSPHO1 inh: -9
Cc1onc(-c2ccccc2Cl)c1C(=O)Nc1ccc(F)c(F)c1
  MEKK3 PB1 HTS: 101	MEKK2mut PB1 HTS: 1	MEKK2 WT-MEK5: 100	GPR7 antag: 12	M18AAP inhibitor: 1	NALP1 inh: 0	FID counter: 1	OXTR agonist: -2.2	PHOSPHO1 inh: 1
COc1cccc(/C=N/NC(=O)CSCC(=O)Nc2ccccc2)c1O
  MEKK3 PB1 HTS: 103	MEKK2mut PB1 HTS: 5	MEKK2 WT-MEK5: 99	GPR7 antag: -8	M18AAP inhibitor: 9	NALP1 inh: -14	FID counter: -11	OXTR agonist: 0.5	PHOSPHO1 inh: -3

# Screening results deposited in PubChem BioAssay by several laboratories.
